Screening data: PubChem BioAssay, several laboratories
AHR act: AHR activators, primary screen, cell-based, luminescence, luciferase reporter, human | AHR-responsive luciferase reporter cells | AID 2796, 2010 | 320,000 compounds, 2.5% hits | Aryl hydrocarbon receptor (Homo sapiens), P35869 | activation, % at 5 µM; in the data active = activation above about 47%;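 also: 0% = vehicle wells and 100% = reference agonist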
PAFAH1B2 inh: PAFAH1B2 enzyme inhibitors, primary screen, biochemical, fluorescence polarization, human; Platelet-activating factor acetylhydrolase IB subunit alpha2 (Homo sapiens), P68402; recombinant PAFAH1B2, FP-rhodamine activity probe; inhibition, % at 3.39 µM; 340,000 compounds, 1.2% hits;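 active = inhibition above the mean of all tested compounds plus 3 SD, cut at about 24% in these data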;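 also: 0% = enzyme with DMSO and 100% = wells lacking PAFAH1B2; many of its hits are not listed in these tables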
Target sequence (P68402 whole entry, looked up): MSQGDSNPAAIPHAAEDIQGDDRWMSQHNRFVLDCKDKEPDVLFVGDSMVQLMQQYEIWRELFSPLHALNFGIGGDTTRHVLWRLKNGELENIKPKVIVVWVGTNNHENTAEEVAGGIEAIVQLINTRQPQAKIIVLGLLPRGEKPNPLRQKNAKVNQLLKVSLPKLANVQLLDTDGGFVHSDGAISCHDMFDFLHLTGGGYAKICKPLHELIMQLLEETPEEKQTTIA
MEX-5 binding: MEX-5 zinc finger RNA-binding disruptors – biochemical, C. elegans, fluorescence polarization, MLPCN library, primary screen | Zinc finger protein mex-5 (Caenorhabditis elegans), Q9XUB2 | MEX-5/FITC-TCR2 RNA binding; active compounds read low | activity score (negative = inhibition of binding), % at 10 µM | 300,000 compounds, 0.38% hits | AID 1832, 2009;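 active = inhibition past about -25% in most replicates, and total fluorescence under double the plate's negative control median, limit read from the data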;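 also: 0% = DMSO and -100% = 5 µM competing unlabeled TCR2 RNA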
GLD-1 TGE inh: GLD-1/TGE RNA complex disruptors, primary screen, biochemical, fluorescence polarization. purified GLD-1 + fluorescein TGE RNA. inhibition, % at 5.96 µM. 320,000 compounds, 0.44% hits. AID 2280, 2010;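 active = percent inhibition above a per-plate cutoff, the plate mean of test compounds plus 3 SD, cut at about 30% in these data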;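 also: 0% = DMSO wells with GLD-1 and probe and 100% = wells lacking GLD-1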
pPAFAH FP inh: pPAFAH enzyme inhibitors, primary screen, biochemical, fluorescence polarization, human; recombinant pPAFAH, FP-rhodamine probe fluorescence polarization; inhibition, % at 3.39 µM; 330,000 compounds, 1.5% hits; AID 463082, 2010;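 active = inhibition above the mean inhibition across the screen plus 3 SD, cut at about 25% in these data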;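 also: inhibitors block binding of the rhodamine activity-based probe so polarization drops; 0% = enzyme with DMSO and 100% = wells lacking pPAFAH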
Target sequence (Q13093 whole entry, looked up): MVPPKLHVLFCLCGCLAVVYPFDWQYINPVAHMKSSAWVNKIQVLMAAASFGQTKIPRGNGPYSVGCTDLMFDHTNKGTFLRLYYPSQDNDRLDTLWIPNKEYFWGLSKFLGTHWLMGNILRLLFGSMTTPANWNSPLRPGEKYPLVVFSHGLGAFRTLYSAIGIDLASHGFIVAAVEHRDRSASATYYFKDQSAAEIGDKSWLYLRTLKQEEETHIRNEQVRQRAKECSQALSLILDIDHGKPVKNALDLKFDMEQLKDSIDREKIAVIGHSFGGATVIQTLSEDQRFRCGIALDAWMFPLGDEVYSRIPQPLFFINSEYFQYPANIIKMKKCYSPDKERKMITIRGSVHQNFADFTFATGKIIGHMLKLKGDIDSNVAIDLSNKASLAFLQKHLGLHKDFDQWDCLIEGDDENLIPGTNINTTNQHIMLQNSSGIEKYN
* marks the source's active call; other numbers are inactive results; . = no result given. Some of the compounds tested; count on the stated rates, not on these rows.

A first look (6 entries):
Compound	AHR act	PAFAH1B2 inh	MEX-5 binding	GLD-1 TGE inh	pPAFAH FP inh
O=C(O)CCNC(=O)c1ccc(N=Nc2ccc(O)c(C(=O)O)c2)cc1	.	.	3.1	.	.
O=C1c2ccccc2C(=O)N1C/C=C/CN1C(=O)c2ccccc2C1=O	.	.	-0.2	.	.
O=P(O)(CN1CCCCCC1)CN1CCCCCC1	.	.	-0.2	.	.
COc1cccc(C2NC(=O)NC(C)=C2C(=O)Nc2ccccc2C)c1 (centres undefined)	.	.	-2.0	.	.
CC1=CC(C)(C)N2C(=O)C3(C(C#N)=C(N)OC4=C3C(=O)CC(C)(C)C4)c3cccc1c32 (centres undefined)	.	.	0.3	.	.
CCC12CSc3nc(Cl)ccc3N1C(=O)C(=O)N2C (centres undefined)	.	.	0.2	.	.

All compounds of this part, from the start:
Compound	AHR act	PAFAH1B2 inh	MEX-5 binding	GLD-1 TGE inh	pPAFAH FP inh
O=C(O)CCNC(=O)c1ccc(N=Nc2ccc(O)c(C(=O)O)c2)cc1	.	.	3.1	.	.
O=C1c2ccccc2C(=O)N1C/C=C/CN1C(=O)c2ccccc2C1=O	.	.	-0.2	.	.
O=P(O)(CN1CCCCCC1)CN1CCCCCC1	.	.	-0.2	.	.
COc1cccc(C2NC(=O)NC(C)=C2C(=O)Nc2ccccc2C)c1 (centres undefined)	.	.	-2.0	.	.
CC1=CC(C)(C)N2C(=O)C3(C(C#N)=C(N)OC4=C3C(=O)CC(C)(C)C4)c3cccc1c32 (centres undefined)	.	.	0.3	.	.
CCC12CSc3nc(Cl)ccc3N1C(=O)C(=O)N2C (centres undefined)	.	.	0.2	.	.
O=C(c1ccc2c(c1)OCO2)n1nnc2ccccc21	.	.	0.3	.	.
CCCCn1c(SCC(N)=O)nnc1-c1cc(OC)c(OC)c(OC)c1	.	.	-2.8	.	.
CCC(=Nc1ccccc1)C1=C(O)CC(C)(C)CC1=O	.	.	0.6	.	.
CCOC(=O)C(NC(=O)CCC(=O)Nc1ccc(S(N)(=O)=O)cc1)C(O)c1ccccc1 (centres undefined)	.	.	1.3	.	.
Cc1ccc2[nH]c(=O)c(CN(Cc3ccco3)C(=O)c3cccs3)cc2c1	.	.	1.3	.	.
COc1ccccc1NC(=O)NCc1ccc2c(c1)OCO2	.	.	0.6	.	.
Cc1ccc2c(c1)-n1c(nc3cc(C)ccc3c1=O)C(Cc1ccccc1)NC2=O (centres undefined)	2.9	.	.	3.3	6.4
Cc1cnc(NC(=O)c2cc(S(=O)(=O)N(C)C)ccc2N2CCCC2)s1	-1.8	.	.	3.6	-2.8
O=C(Nc1cc2c(cc1[N+](=O)[O-])OCCO2)c1cccnc1	11.1	.	.	-2.4	4.3
O=C(COC(=O)c1cncc(Br)c1)NC12CC3CC(CC(C3)C1)C2	-0.8	.	.	3.5	-3.1
O=C(COC(=O)CNC(=O)C1CCCCC1)Nc1ccccc1	-2.5	.	.	4.9	6.2
CC(C)CC1NC(=O)c2ccccc2-n2c1nc1ccc(Cl)cc1c2=O (centres undefined)	5.8	.	.	5.6	0.8
CC(C)CC1NC(=O)c2cc(Cl)ccc2-n2c1nc1cc(F)ccc1c2=O (centres undefined)	6.0	.	.	0.7	6.3
O=C(COc1ccc2ccc(=O)oc2c1)NC1CCS(=O)(=O)C1 (centres undefined)	-1.9	.	.	-2.9	1.1
O=C(NCc1cc(C(F)(F)F)ccc1Cl)c1cccc2c1C(=O)c1ccc(Cl)cc1S2(=O)=O	1.6	.	.	-1.4	-0.5
O=C1NC(Cc2ccc(O)cc2)c2nc3ccccc3c(=O)n2-c2cc(Cl)ccc21 (centres undefined)	0.4	.	.	-1.4	-0.4
COc1ccc2nc3n(c(=O)c2c1)-c1cc(C)ccc1C(=O)NC3Cc1ccc(O)cc1 (centres undefined)	0.0	.	.	-1.3	-1.7
NC(=O)c1ccsc1NC(=O)CSc1n[nH]c(N)n1	0.1	.	.	-1.6	-4.0
CCOC(=O)[C@H]1[C@H]2COc3cc(OC)ccc3[C@@H]2N2C(=O)[C@@H](CO)NC(=O)[C@@]12C	-1.1	.	.	4.0	-1.0
Cc1ccc2c(c1)-n1c(nc3ccc(C)cc3c1=O)C(Cc1ccccc1)NC2=O (centres undefined)	-0.7	.	.	1.9	-1.0
O=C(NCC(c1ccco1)N1CCCCC1)c1ccc([N+](=O)[O-])s1 (centres undefined)	1.3	.	.	1.0	8.4
Cc1ccc2c(c1)-n1c(nc3ccccc3c1=O)C(Cc1ccccc1)NC2=O (centres undefined)	1.5	.	.	1.9	1.8
O=C1NC(Cc2ccc(O)cc2)c2nc3cc(F)ccc3c(=O)n2-c2cc(Cl)ccc21 (centres undefined)	2.1	.	.	1.4	1.1
CC(C)CC1NC(=O)c2ccc(Cl)cc2-n2c1nc1ccc(F)cc1c2=O (centres undefined)	2.6	.	.	3.5	4.6
Cc1ccc2c(c1)-n1c(nc3ccc(C)cc3c1=O)C(Cc1ccc(O)cc1)NC2=O (centres undefined)	-0.3	.	.	8.1	-1.0
Cc1ccc2c(c1)-n1c(nc3ccc(Cl)cc3c1=O)C(CC(C)C)NC2=O (centres undefined)	0.2	.	.	0.5	2.6
C=C1/C=C(\C)[C@](C)(O)C[C@H](O)CC(=O)[C@H](O)[C@@H](O)[C@H](C)C[C@H](C)OC(=O)/C(C)=C/CC/C=C/[C@@H]2O[C@H]2C[C@H](C)C1	-0.9	.	.	3.7	10.3
Cc1ccc2nc3n(c(=O)c2c1)-c1ccccc1C(=O)NC3Cc1ccc(O)cc1 (centres undefined)	1.2	.	.	-0.6	-5.0
O=C(OCc1ccccc1)c1ccccc1O	0.5	.	.	2.5	6.9
O=C(COC(=O)c1ccccc1Br)NCC1CCCCC1	-0.4	.	.	2.0	8.0
Cc1cc(C(=O)COc2ccc(C#N)cc2)c(C)n1CC1CCCO1 (centres undefined)	1.8	.	.	-5.1	6.2
CCn1c(CCl)nc2cc(S(=O)(=O)N3CCOCC3)ccc21	0.3	.	.	3.2	-0.1
Cc1ccc(C(=O)OCC(=O)c2c[nH]c3ccccc23)cc1S(=O)(=O)N1CCOCC1	.	-0.4	.	.	.
COC1=C(Nc2ccccc2)C(=O)C(OC)=C(Nc2ccccc2)C1=O	.	0.2	.	.	.
COC1=NC(=C(c2ccccc2)c2ccccc2)OC1=O	.	12.5	.	.	.
Cc1cccc(CC2(O)C(=O)Nc3ccccc32)n1 (centres undefined)	.	0.9	.	.	.
COc1cccc(C(=O)NCC(=O)N2CCN(c3ccc(C(F)(F)F)cn3)CC2)c1	.	-0.9	.	.	.
CC(NC(=O)COC(=O)c1ccc(Br)o1)c1ccccc1 (centres undefined)	.	1.8	.	.	.
CCCCN(C(=O)c1cc(S(=O)(=O)N2CCOCC2)ccc1F)c1c(N)n(CCCC)c(=O)[nH]c1=O	.	-4.0	.	.	.
C=CCOc1ccc(/C=C/C(=O)OCC(=O)N2CCN(S(=O)(=O)c3ccc(C)cc3C)CC2)cc1	.	8.0	.	.	.
CC(=O)OCC1=C(C(=O)O)N2C(=O)[C@@H](NC(=O)Cc3ccccc3)[C@H]2SC1	.	4.6	.	.	.
CCN1C=C(C(C)=O)C(=O)CC1	.	3.3	.	.	.
O=C(C(=O)c1cc(Br)ccc1O)c1cc(Br)ccc1O	.	5.2	.	.	.
COc1ccc(C(=O)C(C)C(C)=O)c(OCc2ccccc2)c1OC (centres undefined)	.	4.2	.	.	.
Cc1ccc2sc(C)cc(=O)c2c1	.	8.1	.	.	.
O=C1C2C3CCC(O3)C2C(=O)N1c1cc(OCC(F)F)cc([N+](=O)[O-])c1 (centres undefined)	.	1.3	.	.	.
CCCCN(C(C)=O)c1ccc2c(c1)C1CC2CCN1C(=O)OCc1ccccc1 (centres undefined)	.	6.5	.	.	.
CCCS(=O)(=O)Nc1ccc(N2CCCCC2)c(S(=O)(=O)Nc2ccccc2OC)c1	.	-3.1	.	.	.
CN1CC[C@@H]2C(=O)N3CCc4ccc(Br)cc4[C@@H]3C[C@@H]21	.	2.6	.	.	.
O=S(=O)(O)c1cc(Cl)cc(N=Nc2ccc(O)cc2O)c1O	.	42.4*	.	.	.
c1ccc2c(c1)-c1ccccc1C2N1CCOCC1	.	4.0	.	.	.
Cc1cc2ccccn2c1C(=O)c1ccc(N/N=C/c2ccc(C(=O)O)cc2)c([N+](=O)[O-])c1	.	0.8	.	.	.
C#CCOCCOCCOCCNc1nc(N2CCN(C(=O)Cn3cc(CC(C)O)nn3)CC2)nc(N2CCN(C(=O)[C@H]([C@@H](C)O)n3cc(CCCCN)nn3)CC2)n1 (some centres undefined)	.	-1.1	.	.	.
COc1cc(C2c3cc4c(cc3C(O)C3COC(=O)C23)OCO4)cc(OC)c1OC (centres undefined)	.	2.8	.	.	.

(next part)
Second line of a record – AHR act, PAFAH1B2 inh, MEX-5 binding, GLD-1 TGE inh, pPAFAH FP inh
> O=C(Nc1cccc2ccccc12)c1ccc(Br)o1
 : ., 4.0, ., ., .
> COc1ccc(NC(=O)COC(=O)c2ccc(S(=O)(=O)N3CCCCCC3)cc2)c(OC)c1
 : ., 5.2, ., ., .
> CC1(C)Oc2c(ccc(O)c2CN2CCOCC2)C2=C1CCCC2
 : ., 4.6, ., ., .
> Cc1ccc(NC(=O)OC(C)N2CCCCC2)cc1NC(=O)OC(C)N1CCCCC1 (centres undefined)
 : ., 4.5, ., ., .
> Cc1cc(OC(=O)c2ccco2)c(Sc2ccccc2[N+](=O)[O-])c(=O)o1
 : ., 2.1, ., ., .
> CCN1C[C@@H]2[C@@H]3C(=O)N(C)C(=O)[C@@H]3[C@](CC)(C1=O)N2C(=O)c1ccccc1
 : ., -1.0, ., ., .
> O=C(Oc1cccc2c(O)cccc12)c1ccccc1Cl
 : ., -0.7, ., ., .
> COc1ccc(NC(=O)CN2C(=O)NC3(CCCCCCC3)C2=O)cc1
 : ., 0.8, ., ., .
> COc1ccc(C(=O)N2CCN(c3ccccc3)CC2)cc1S(=O)(=O)NC1CC1
 : ., -0.7, ., ., .
> CCN(CC)CCC(=O)N1C/C(=C/c2ccccc2)C(=O)/C(=C\c2ccccc2)C1
 : ., 3.1, ., ., .
> CCN1/C(=C2/OC(=S)N(C)C2=O)Sc2ccccc21
 : ., -1.1, ., ., .
> COc1ccc(CCN2CC(C(=O)OCC(=O)NC(Cc3ccccc3)C(C)=O)CC2=O)cc1OC (centres undefined)
 : ., 0.4, ., ., .
> CC(=O)Nc1cc2c(cc1Cl)-c1ccc(F)cc1C2O (centres undefined)
 : ., 6.4, ., ., .
> COc1ccccc1N1CC(C(=O)OCC(=O)Nc2cc(C)on2)CC1=O (centres undefined)
 : ., 3.5, ., ., .
> Cc1cc(N)nc(=O)n1C1CC(O)C(CO)O1 (centres undefined)
 : ., 5.2, ., ., .
> Cc1ccc(S(=O)(=O)N2CCCN(C(=O)c3ccc(-n4nccc4C)cc3)CC2)cc1
 : ., 6.0, ., ., .
> CC(Sc1nnc(-c2cccnc2)n1N)C(=O)NCCC1=CCCCC1 (centres undefined)
 : ., 5.5, ., ., .
> O=C(NN=Cc1ccc2c(c1)OCO2)c1ccncc1
 : ., 2.6, ., ., .
> O=C(O)C(c1ccccc1)C(O)c1ccc2c(c1)OCO2 (centres undefined)
 : ., 7.3, ., ., .
> CC(=O)NC12CC3CC(C1)CC(C(=O)N1CCN(S(=O)(=O)c4ccccc4C#N)CC1)(C3)C2
 : ., 1.4, ., ., .
> COC(=O)c1ccc(CSc2nc3c(cnn3-c3ccc(Cl)cc3)c(=O)[nH]2)o1
 : ., -18.1, ., ., .
> CCN(C(=O)CSc1nc2ccc(O)cc2c(=O)n1-c1ccc(OC)c(OC)c1)C1CCS(=O)(=O)C1 (centres undefined)
 : ., 2.7, ., ., .
